Hsp70 inhibitors – Hsp70 inhibitors, probe displacement, primary screen, biochemical, fluorescence polarization (AID 583). 140,000 tested, 0.06% active. displacement, % at 20 µM, or IC50 in µM where a hit was titrated. Hsp70 fluorescence polarization probe displacement, mP; higher % means a stronger effect; in the data active = displacement above about 50%;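 also: plate controls were vehicle for no effect and reference ligand for full effect; a part of the inactive calls stands beside numbers as strong as those of hits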
Rat MKP-3 inhibitors – inhibition of rat DUSP6 enzyme activity – biochemical, in vitro, primary screen (AID 425); one-dose inhibition, % at 20 µM; IC50 in µM for titrated hits; 110,000 tested, 0.17% active; recombinant MKP-3 phosphatase activity, fluorescence; higher % means a stronger effect; in the data active = inhibition above about 50%;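 also: plate controls were vehicle for no effect and reference inhibitor for full effect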
* marks the source's active call; other numbers are inactive results; nt = no result given; & = joins results of further samples.

SMILES | Hsp70 inhibitors | Rat MKP-3 inhibitors
CCOc1ccc(/C=N\NC(=O)C2CC(=O)N(c3ccc(C)cc3)C2)cc1 (centres undefined) | -3.2% | -1%
COc1ccc(CC(C)N2CCN(c3ccccc3OC)CC2)cc1OC (centres undefined) | 2.3% | 1%
COc1cc(NC(=O)COC(=O)[C@@H]2CCCN2S(=O)(=O)c2ccc(Cl)cc2)cc(OC)c1OC | -2.2% | nt
CCNc1nc(SC(C)C(=O)OC)nc(N2CCOCC2)n1 (centres undefined) | 2.0% | -5%
Cc1csc(SCC(=O)Nc2cc(S(=O)(=O)N3CCCC3)ccc2Cl)n1 | -7.3% | nt
CCc1c(O)nc(SCC(=O)N2CCOCC2)n(-c2ccccc2C)c1=O | -5.6% | -1%
COc1ccc(/C=C/C(=O)Nc2nc3ccccc3s2)cc1S(=O)(=O)N1CCCCC1 | 2.6% | 4%
CN1CCN(C(=O)C23CC4CC(CC(C4)C2)C3)CC1 | nt | -3%
CCOC(=O)C1=C(C)NC(=O)N(C(C)=O)C1c1ccc(Cl)cc1 (centres undefined) | 15% | 2%
Clc1ccc(CSc2nc3ncccc3[nH]2)cc1Cl | 1.8% | 3%
Cc1cccc(N2C(=O)c3cccc4c(N5CCCCC5)ccc(c34)C2=O)c1 | -9.9% | -1%
CCN(CC)c1ccc(NC(=O)C(C)Oc2ccc(Cl)cc2Cl)cc1 (centres undefined) | -1.4% | -1%
O=C(CCCN1C(=O)c2ccccc2C1=O)Nc1ccc(S(=O)(=O)N2CCOCC2)cc1 | -2.3% | -8%
O=C1N=c2ccc([N+](=O)[O-])cc2=C1c1sc(=Nc2ccccc2)n(-c2ccccc2)c1O | 1.3% | 1%
Nc1nonc1-c1noc(N2CCCCC2)n1 | 17% | -4%
CC1=NN(C(=O)Cc2ccccc2)C(O)(c2ccc(Br)cc2)C1 (centres undefined) | -1.4% | 2%
CC1CN(C2CCN(S(=O)(=O)c3ccccc3)CC2)CC(C)O1 (centres undefined) | 0.8% | -3%
COc1ccc(C(CC(=O)O)NC(=O)Cc2ccccc2)cc1OC (centres undefined) | 6.2% | nt
COc1ccc(C2(O)CCN(Cc3nnnn3Cc3ccc(F)cc3)CC2)cc1 | -1.4% | -2%
COCCNC(=O)Cn1c(=O)n(CCC(=O)NCCc2ccccc2)c(=O)c2ccccc21 | 1.1% | -3%
CC(C)c1cc(C(=O)NCc2cccnc2)no1 | -2.1% | 6%
CCCCC(c1nnnn1CCOC)N1CCN(C(=O)c2ccco2)CC1 (centres undefined) | 5.9% | 8%
Cc1cc(=O)oc2cc(OCC(=O)c3ccc(F)cc3)ccc12 | 9.7% | 0%
COC(=O)c1ccc(C)c(NC(=O)Cn2cnc3ccccc3c2=O)c1 | 2.0% | 6%
COc1ccc(NC(=O)CSc2ncnc3c2cnn3Cc2ccccc2)cc1 | -5.7% | nt
O=C(COC(=O)c1n[nH]c2ccccc12)NCc1ccccc1 | 0.6% | nt
Cn1c(=O)[nH]c(=O)c2c1nc(NCCCn1ccnc1)n2Cc1ccccc1 | 8.4% | -12%
CC(=O)CC(C)(C)n1nnc(-c2ccccc2)n1 | -4.4% | -60%
CCCC(=NC(C)C)C1=C(O)CC(C)(C)CC1=O | 2.9% | -1%
Nc1nonc1/C(=N/O)N1CCN(c2ccc(C(F)(F)F)cc2[N+](=O)[O-])CC1 | 0.2% | 4%
O=c1c2ccccc2oc2nc(C3CCCCC3)n(Cc3ccco3)c(=O)c12 | 1.5% | 0%
Cc1ccc(C(=O)CSc2nnc(-c3ccccc3N)n2C)cc1C | 4.9% | nt
COc1ccc(C2N(S(=O)(=O)c3ccc(C)cc3)CCN2S(=O)(=O)c2ccc(C)cc2)cc1 | 6.8% | nt
CCOC(=O)c1ccc(NC(=O)CSc2nnc(CNC(=O)c3c(F)cccc3Cl)o2)cc1 | nt | 0%
N#CCCn1c(SCC(=O)NCC2CCCO2)nc2ccccc21 (centres undefined) | -2.1% | -10%
Cc1ccc(-n2cc3ccc([N+](=O)[O-])cc3n2)cc1 | -4.4% | nt
COc1ccc(NS(=O)(=O)Cc2ccccc2)cc1OC | 7.6% | nt
Cc1cc(=O)oc(C)c1C(=O)N1CCCCC1 | 10% | nt
O=C(CCC1CCCCC1)N1CCN(c2cccc(Cl)c2)CC1 | -2.6% | 3%
Cc1nc2ccccn2c1C(=O)c1ccccc1 | -1.4% | -1%
O=C(Nc1ccc2nn(-c3ccccc3)nc2c1)c1cccc(I)c1 | 0.0% | 4%
COc1cc(C2SCC(=O)N2Cc2ccco2)cc([N+](=O)[O-])c1O (centres undefined) | 5.9% | 1%
Cc1cccc(NC(=O)c2cc([N+](=O)[O-])ccc2Cl)c1Cl | -2.7% | 6%
Cc1ccc(C(O)(C(=O)Nc2ccccn2)c2ccc(C)cc2)cc1 | 1.2% | 5%
Cc1cc(=O)oc2c(C=NC3CCCCC3)c(O)ccc12 | -1.9% | -2%
N#CCSc1nc(N)c(C#N)c(C2CCCCC2)c1C#N | -1.2% | -4%
CCOC(=O)c1c(C)[nH]c(C(=O)COC(=O)c2oc3ccccc3c2C)c1C | 0.2% | nt
Cc1ccc(Oc2ccc(Oc3ccc(C)cc3)nn2)cc1 | -2.3% | nt
O=C(CCN1C(=O)/C(=C/c2cccs2)SC1=S)Nc1cccc(F)c1 | -14% | 2%
Cc1ccc2nc(C)c(Cl)c(=O)n2c1 | 4.7% | nt
CCOc1ccccc1NC(=O)c1c(NC(=O)c2ccccc2Cl)sc2c1CCC(C)C2 (centres undefined) | -1.1% | 5%
Cc1nc2nc(COc3ccccc3)[nH]n2c(=O)c1C | -4.0% | -6%
COc1ccc(CC(=O)ONC(=O)c2ccc(Cl)cc2)cc1OC | 0.3% | 3%
O=C(CCCn1c(=O)[nH]c2ccsc2c1=O)N1CCN(Cc2ccc3c(c2)OCO3)CC1 | 1.7% | 0%
Nc1nonc1OCCN1CCN(c2ccc([N+](=O)[O-])c3cccnc23)CC1 | -3.0% | 0%
Cc1ccc(NC(=O)C2CCCN2S(=O)(=O)c2cccc3cccnc23)cc1F (centres undefined) | nt | -4%
COc1ccc(OCCNc2cc(Cl)ccc2[N+](=O)[O-])cc1 | -0.9% | 2%
O=C(CCCOc1ccc(Cl)cc1)N1CCOCC1 | 3.1% | -7%
COC(=O)CN(c1ccc(C)c(C)c1)S(C)(=O)=O | 0.4% | 1%
CN(CC(=O)OCC(=O)NC(=O)c1cccn1C)S(=O)(=O)c1ccc(Cl)cc1 | -3.3% | nt

Exported as comma-separated lines: part of the list above.
Compound,Hsp70 inhibitors,Rat MKP-3 inhibitors
O=C(Nc1ccc2nn(-c3ccccc3)nc2c1)c1cccc(I)c1,0.0%,4%
COc1cc(C2SCC(=O)N2Cc2ccco2)cc([N+](=O)[O-])c1O (centres undefined),5.9%,1%
Cc1cccc(NC(=O)c2cc([N+](=O)[O-])ccc2Cl)c1Cl,-2.7%,6%
Cc1ccc(C(O)(C(=O)Nc2ccccn2)c2ccc(C)cc2)cc1,1.2%,5%
Cc1cc(=O)oc2c(C=NC3CCCCC3)c(O)ccc12,-1.9%,-2%
N#CCSc1nc(N)c(C#N)c(C2CCCCC2)c1C#N,-1.2%,-4%
CCOC(=O)c1c(C)[nH]c(C(=O)COC(=O)c2oc3ccccc3c2C)c1C,0.2%,nt
Cc1ccc(Oc2ccc(Oc3ccc(C)cc3)nn2)cc1,-2.3%,nt
O=C(CCN1C(=O)/C(=C/c2cccs2)SC1=S)Nc1cccc(F)c1,-14%,2%
Cc1ccc2nc(C)c(Cl)c(=O)n2c1,4.7%,nt
CCOc1ccccc1NC(=O)c1c(NC(=O)c2ccccc2Cl)sc2c1CCC(C)C2 (centres undefined),-1.1%,5%
Cc1nc2nc(COc3ccccc3)[nH]n2c(=O)c1C,-4.0%,-6%
COc1ccc(CC(=O)ONC(=O)c2ccc(Cl)cc2)cc1OC,0.3%,3%
O=C(CCCn1c(=O)[nH]c2ccsc2c1=O)N1CCN(Cc2ccc3c(c2)OCO3)CC1,1.7%,0%
Nc1nonc1OCCN1CCN(c2ccc([N+](=O)[O-])c3cccnc23)CC1,-3.0%,0%
Cc1ccc(NC(=O)C2CCCN2S(=O)(=O)c2cccc3cccnc23)cc1F (centres undefined),nt,-4%

New compounds follow
SMILES | Hsp70 inhibitors | Rat MKP-3 inhibitors
CCNS(=O)(=O)c1ccc(NC(=O)Cc2ccc(F)cc2)cc1 | 5.9% | -4%
CCc1ccc(OCC(=O)Nc2ccc3ccccc3c2)cc1 | 2.8% | 4%
O=C(CSc1nnc(-c2cccs2)o1)OCc1ccccc1 | 4.4% | -4%
COc1cc(C(=O)NCC(=O)OCC(=O)c2ccc[nH]2)cc(OC)c1OC | 0.5% | 1%
CC(=O)OCC(=O)[C@@]1(OC(C)=O)[C@@H](C)C[C@H]2[C@@H]3C[C@H](F)C4=CC(=O)C=C[C@]4(C)[C@@]3(F)[C@@H](O)C[C@@]21C | 3.1% | -5%
CCOC(=O)c1sc2nc(N3CCOCC3)c3c(c2c1N)CCN(C)C3 | 3.3% | -12%
COc1ccc(C(=O)N2CCN(C(=O)c3ccc([N+](=O)[O-])cc3)CC2)cc1 | -5.4% | 2%
Cc1nc2c(C(=O)N3CCN(c4ccccn4)CC3)cnn2c(C)c1Cc1cccc(Cl)c1 | -2.8% | -7%
CC(=O)NC1=NN(C(C)=O)C(C)(CS(=O)(=O)c2ccc(C)c(C)c2)S1 (centres undefined) | -0.2% | nt
COC(=O)[C@H](C)NC(=O)Nc1ccc(OC)c(OC)c1 | 0.8% | -2%
N#Cc1ccc(CSc2nnc(-c3ccncc3)n2CCc2ccccc2)cc1 | -2.1% | 8%
Cc1nnc(SCC(=O)N2CCCc3ccccc32)[nH]c1=O | -0.6% | nt
Cc1ccc(S(=O)(=O)N2CCN(C(=O)CN3CCN(C)CC3)C2)cc1 | 1.8% | -4%
CCOc1ccc(C2/C(=C(\O)c3ccccc3)C(=O)C(=O)N2CCCC(=O)O)cc1 (centres undefined) | -1.4% | 0%
CC(C)OC(=O)c1cn(-c2ccccc2)nc1-c1ccc2c(c1)OCCO2 | 2.3% | nt
O=C(O)COc1ccc(Br)cc1/C=N/NC(=O)/C(=C/c1ccccc1)NC(=O)c1ccccc1 | 2.9% | 0%
COc1ccc(S(=O)(=O)N2Cc3ccccc3CC2C(=O)O)cc1OC (centres undefined) | -4.4% | 8%
CCn1c(NCc2ccccc2Cl)nc2ccccc21 | -2.8% | nt
Cc1ccc(NC(=O)c2ccc(Oc3ccc([N+](=O)[O-])cc3)cc2)cc1C | 6.7% | -1%
CC1CC(C)CN(C(=O)COc2ccc(-c3nnco3)cc2)C1 (centres undefined) | 0.1% | -2%
COc1ccc(C2=NOC(C(=O)N3CCOCC3)C2)cc1OC (centres undefined) | -1.0% | -4%
Cc1ccc(-c2nnn(CC(=O)N(c3ccccc3F)C(C(=O)NC3CCCC3)c3ccco3)n2)o1 (centres undefined) | 1.5% | -3%
Cc1cccc(-c2nc(CS(=O)CC(=O)N3CCc4ccccc4C3)c(C)o2)c1 (centres undefined) | 8.7% | -17%
CC1(C)Cc2c(C#N)c(NCc3ccco3)nc(-c3ccco3)c2CO1 | 2.0% | -5%
Cc1nc2ccccn2c1/C(O)=C1\C(=O)C(=O)N(CCCN(C)C)C1c1ccc(F)cc1 (centres undefined) | 7.2% | 1%
CCOc1ccc(NC(=O)C(=O)Nc2cccc(C(F)(F)F)c2)cc1 | 2.2% | 2%
CCOC(=O)c1c(N)sc(C(=O)Nc2ccc3c(c2)OCO3)c1C | 0.9%&2.7% | -8%&2%
COc1cc(OC)cc(C(=O)N2CCN(Cc3ccccc3C)CC2)c1 | -3.2% | -2%
c1ccc(-n2c(-c3ccco3)nnc2N2CCOCC2)cc1 | 5.5% | -5%
C=CCc1ccc(OCC(O)CN2C(C)CCCC2C)c(OC)c1 (centres undefined) | -2.3% | 1%
Cc1cc(C)c(NC(=O)C(C)SCC(=O)Nc2ccc3ccccc3c2)c(C)c1 (centres undefined) | -7.5% | 4%
CCN1CCCC1CNC(=O)c1csc2c1CCCC2 (centres undefined) | -1.2% | -2%
O=C(CN1CCOCC1)Nc1cccc(Cl)c1Cl | -0.8% | -1%
CC(O)CNC(=O)C(=O)Nc1ccc(N(C)C)cc1 (centres undefined) | nt | 1%
CC1(C)CC(=O)C(N=Nc2cc(C(=O)Nc3ccccc3)ccc2Cl)=C(O)C1 | -2.1% | 3%
CC12CC3CC(C)(C1)CC(CNC(=O)COc1ccccc1)(C3)C2 | 2.0% | 0%
COCCN1C(=O)C(=O)/C(=C(/O)c2ccccc2)C1c1cccc(OC)c1 (centres undefined) | 2.1% | 0%
O=C(NCc1ccccc1Cl)C1CCN(S(=O)(=O)N2CCC3(CC2)OCCO3)CC1 | 1.6% | -9%
COc1ccc(NC(=O)c2c(C)c(-c3ccc(C)cc3)nc3ccccc23)c(OC)c1 | -0.9% | 3%
CCOC(=O)SC1=N/C(=C\c2ccc(N(C)C)cc2)C(=O)S1 | -65% | 0%
CCOc1ccc(N(CC(=O)Nc2cccc(Br)c2)S(C)(=O)=O)cc1 | 2.7% | 2%
Nc1cccc(-n2nncc2-c2ccc(Cl)cc2)c1 | -0.5% | -2%
CCCc1nc2c(sc3nc4c(cc32)COC(C)(C)C4)c(=O)n1Cc1ccco1 | 4.6% | -4%
CCOC(=O)C1CCN(C(=O)CCc2nc3ccccc3[nH]2)CC1 | 3.2% | 5%

An excerpt, so the mix of outcomes need not match the whole.
